# Screens (PubChem)
# AI-2 QS modul: Vibrio harveyi AI-2 quorum sensing modulators, primary screen, JMH597 strain, luminescence/OD600 ratio; Vibrio harveyi JMH597 AI-2 luminescence/OD600 ratio, 9 h; hits give low values; strain lacks LuxN and CqsS sensors; 0 = neutral-control median; actives 0.4% (n = 300,000); activity change, % at 7.5 µM; in the data active = activity change below about -75%, passing the limit was not always enough;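 also: luminescence divided by OD600 gain over 9 h not by final OD600 alone; inactives centre near 13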
# TRPC6 activator: mouse TRPC6 channel activators, primary screen, cell-based, HEK293, membrane potential dye | HEK293-TRPC6 membrane potential dye fluorescence; hits give high values | Short transient receptor potential channel 6 (Mus musculus), Q61143 | actives 0.13% (n = 310,000) | B-score at 10 µM;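 active = B-score of the integrated fluorescence ratio above library mean plus 3 SD, and starting fluorescence ratio within library mean plus 5 SD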;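 also: higher score means more depolarization so channel activation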
# TRPC4 block: inhibitors of mouse TRPC4 channel, primary screen, Fluo4 calcium, HEK293 TRPC4beta/mu-opioid cells; DAMGO-evoked Fluo4 calcium flux; hits give low values; B-score at 10 µM; Short transient receptor potential channel 4 (Mus musculus), Q9QUQ5; AID 2247, 2010; actives 0.39% (n = 300,000);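 active = B-score over 3 SD under the library average, no early fluorescence shift, positive overall ratio signal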
# Target sequence (Q9QUQ5 whole entry, looked up): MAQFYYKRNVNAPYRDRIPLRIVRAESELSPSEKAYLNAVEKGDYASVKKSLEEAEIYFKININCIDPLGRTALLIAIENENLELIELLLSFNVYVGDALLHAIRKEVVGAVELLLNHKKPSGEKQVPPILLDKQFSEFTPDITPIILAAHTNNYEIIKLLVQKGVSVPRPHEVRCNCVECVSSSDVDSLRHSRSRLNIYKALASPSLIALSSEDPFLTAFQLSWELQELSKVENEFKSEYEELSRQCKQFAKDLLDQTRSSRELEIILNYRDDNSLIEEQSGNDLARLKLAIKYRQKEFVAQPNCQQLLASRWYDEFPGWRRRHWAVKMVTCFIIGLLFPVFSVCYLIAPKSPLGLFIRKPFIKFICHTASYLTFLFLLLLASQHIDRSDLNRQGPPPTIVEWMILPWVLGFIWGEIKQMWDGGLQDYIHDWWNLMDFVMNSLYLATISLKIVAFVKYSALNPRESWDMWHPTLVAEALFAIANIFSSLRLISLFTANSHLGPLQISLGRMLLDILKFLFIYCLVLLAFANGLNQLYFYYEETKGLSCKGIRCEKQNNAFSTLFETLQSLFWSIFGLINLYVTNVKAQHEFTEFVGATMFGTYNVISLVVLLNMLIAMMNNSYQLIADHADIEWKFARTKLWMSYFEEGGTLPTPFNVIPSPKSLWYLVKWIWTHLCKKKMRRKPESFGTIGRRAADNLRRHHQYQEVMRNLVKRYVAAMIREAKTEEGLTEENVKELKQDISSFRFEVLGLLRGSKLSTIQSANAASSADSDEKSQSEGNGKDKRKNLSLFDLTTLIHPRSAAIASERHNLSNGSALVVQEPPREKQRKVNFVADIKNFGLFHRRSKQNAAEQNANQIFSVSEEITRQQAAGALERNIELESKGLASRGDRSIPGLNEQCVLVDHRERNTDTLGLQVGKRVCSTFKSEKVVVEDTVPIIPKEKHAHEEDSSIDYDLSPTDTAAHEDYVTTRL
#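 material = TRPC4beta/mu-opioid receptor HEK293 cell line | probe or stimulus = sequential submaximal and maximal DAMGO stimulation | compound dosing = one concentration per compound | measured by = Fluo4 Ca2+ flux fluorescence | evaluation = integrated fluorescence ratio relative to baseline, converted to per-well B score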
# TRPC6 inhibitor: mouse TRPC6 channel inhibitors, primary screen, cell-based, HEK293, membrane potential dye. AID 2553, 2010. Short transient receptor potential channel 6 (Mus musculus), Q61143. B-score at 10 µM. ACh-evoked depolarization; hits give low values. actives 1.1% (n = 310,000);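 active = B-score under library mean minus 3 SD, initial fluorescence not abnormally high, positive integrated signal ratio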;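 also: B-score derived from integrated fluorescence ratio over the kinetic read; more negative B-score means stronger inhibition of depolarization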
# MrgX1 allo act: positive allosteric modulators of MrgX1, primary screen, HEK293 cells, Fluo-4 calcium flux. actives 0.63% (n = 310,000). B-score at 10 µM. Mas-related G-protein coupled receptor member X1 (Homo sapiens), Q96LB2. FDSS; hits give high values. AID 588675, 2011;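 active = plate-corrected calcium response at least 3 library SD above typical, normal starting fluorescence, not activating the receptor alone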;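 also: compound read alongside a low EC10 to EC30 dose of BAM8-22 agonist; peak minus trough fluorescence over baseline measured at the second addition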
# MrgX1 ag: agonists of human MrgX1 receptor, primary screen, HEK293 cells, Fluo-4 calcium flux; Fluo-4 calcium fluorescence, agonist mode; hits give high values; B-score at 10 µM; actives 0.44% (n = 310,000);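 active = calcium response B-score plate-corrected fluorescence ratio at least 3 library SD, with starting fluorescence B-score inside 5 SD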
#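 Test system: HEK293 cells stably expressing human MrgX1 receptor; Input: fifteen thousand cells per well; Dosing: compound delivered in addition one of three; Schedule: overnight seeding, then 1 h dark dye loading; Technique: Fluo-4 NW calcium fluorescence; Measure: B-scored fluorescence response ratio; Controls: positive and negative controls per plate.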
# PolyA inhibitor: polyadenylation inhibitors in yeast reporter cells, primary screen, luminescence, S. cerevisiae; S. cerevisiae SKY197-pL101 polyadenylation reporter, beta-gal luminescence; efflux-impaired pdr1/pdr3 knockout yeast; score 100 = 6 SD above DMSO; calls only at 12 µM; actives 0.02% (n = 300,000);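 active = lowest replicate activity score at least 50, where 100 means six control SD above control mean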;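 also: yeast exposed to compound for 9 h at 30 °C; higher score means more reporter readthrough which indicates perturbed polyadenylation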
# TRPC4 act: activators of mouse TRPC4 channel, primary screen, Fluo4 calcium, HEK293 TRPC4beta/mu-opioid cells; Short transient receptor potential channel 4 (Mus musculus), Q9QUQ5; Fluo4 calcium fluorescence; hits give high values; B-score at 10 µM; actives 0.49% (n = 310,000); AID 2237, 2010;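 active = B-score above 5 SD of library B-scores, and initial fluorescence ratio not above library mean plus 5 SD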;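 also: positive B-score marks a calcium rise read as TRPC4 activation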
#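 Assay system – TRPC4beta and mu-opioid receptor HEK293 stable cells · Measured by – Fluo4 fluorescence, kinetic · Schedule – dye loading 45 min room temperature, 110 s kinetic read · Read-out – B-scored integrated calcium fluorescence ratio · Controls – buffer and maximal DAMGO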
# TRPC4 potent: positive allosteric modulators of TRPC4, primary screen, cell-based, mouse TRPC4beta, HEK293 mu-opioid, Fluo-4 calcium; Short transient receptor potential channel 4 (Mus musculus), Q9QUQ5; DAMGO EC20, Fluo-4 Ca2+ flux; hits give high values; B-score at 10 µM; actives 0.42% (n = 310,000);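 active = B-score of calcium response area above 5 SD of library B-scores, with initial fluorescence ratio within 5 SD of library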;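 also: B-score of integrated fluorescence ratio over time as area under calcium response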
# HIF activator: HIF pathway transcriptional activators, primary screen, cell-based, U2OS HRE-luciferase, luminescence; U2OS HRE-luciferase reporter; normalized: DMSO 0%, desferrioxamine 100%; activation, % at 7.5 µM (by protocol); actives 0.32% (n = 300,000);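 active = mean activation of at least 10% of the iron chelator positive control signal, with at least half of replicates also reaching 10%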
# MrgX1 antagonist: antagonists of human MrgX1 receptor, primary screen, HEK293 cells, Fluo-4 calcium flux; BAM8-22 antagonism; hits give low values; B-score at 10 µM; actives 1.3% (n = 310,000); AID 588676, 2011;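 active = calcium-response B-score plate-corrected more than 3 library SD below zero, starting fluorescence within 5 deviations, no agonist response on first addition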;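 also: peak minus trough fluorescence over baseline after final BAM8-22 challenge near maximal dose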
# * = called active by the depositor; i = inactive; nt = no result given. Not all compounds are listed; rates above refer to the full screens.
No.	SMILES	AI-2 QS modul	TRPC6 activator	TRPC4 block	TRPC6 inhibitor	MrgX1 allo act	MrgX1 ag	PolyA inhibitor	TRPC4 act	TRPC4 potent	HIF activator	MrgX1 antagonist
1	CN(c1ccc(C(=O)NCCCn2ccnc2)cc1)S(C)(=O)=O	-8	i	i	i	i	i	i	i	i	-0.9	i
2	CCCN(CCO)Cc1cccc(Br)c1	13	i	i	i	i	i	i	i	i	0.0	i
3	COc1ccc(OC2C(=O)N(Cc3ccc4c(c3)OCO4)C2c2sccc2C)cc1 (stereo unspecified)	13	i	i	i	i	i	i	i	i	-1.5	i
4	COCCNC(=O)CC(=O)N/N=C/c1cccc(C(=O)OC)c1	20	i	i	i	i	i	i	i	i	0.4	i
5	NC(=O)c1sc2nc(-c3cccs3)ccc2c1N	-3	i	i	i	i	i	i	i	i	0.0	i
6	C=C(C)Cn1c(-c2ccc(OC)cc2)nc2ccccc21	45	i	i	i	7*	i	i	i	i	-0.1	i
7	c1ccc2c(c1)CCCC2NC1=NCCC1 (stereo unspecified)	2	i	i	i	i	i	i	i	i	0.3	i
8	CC(C)OC(=O)/C(C#N)=C/c1ccc(-c2ccc(SC(F)F)cc2)o1	-2	i	i	i	i	i	i	i	i	0.5	i
9	CN(C)S(=O)(=O)c1ccc(C(=O)OCC(=O)Nc2ccc(OC(F)F)cc2)cc1	-62	i	i	i	i	i	i	i	i	-0.1	i
10	O=C(C1CCN(S(=O)(=O)c2cccc3cccnc23)CC1)N1CCN(C2CCCC2)CC1	17	i	i	i	i	i	i	i	i	nt	i
11	O=C(c1ccc([N+](=O)[O-])cc1)N(Cc1ccccc1)c1ccccn1	14	i	i	-5.7*	i	i	i	i	i	-0.2	i
12	Cc1cc(C(C2C(=O)CC(C)(C)CC2=O)C2C(=O)CC(C)(C)CC2=O)cc(C)c1OC(F)F	19	i	i	i	i	63*	i	i	i	-1.7	i
13	O=C(COC(=O)CNC(=O)C12CC3CC(CC(C3)C1)C2)NC1CCS(=O)(=O)C1 (stereo unspecified)	9	i	i	i	i	i	i	i	i	0.0	i
14	Cc1cc(=O)oc2c(C)c(OC(C)C(=O)NCCN3CCOCC3)ccc12 (stereo unspecified)	11	i	i	i	i	i	i	i	i	0.6	i
15	CCC(C)NC(=O)c1ccccc1NC(=O)COc1ccc(OC)cc1 (stereo unspecified)	7	i	i	i	nt	nt	i	i	i	-0.1	nt
16	CC1CCN(Cc2c(C(=O)N/N=C/c3cc(Cl)ccc3O)nnn2-c2nonc2N)CC1	-11	i	i	-5.5*	i	i	i	i	i	40*	i
17	COc1ccccc1-n1c(-c2ccc(Cl)cc2)c[nH]c1=S	36	i	i	i	7.5*	i	i	i	i	2.3	i
18	O=C(CCC(=O)c1cccs1)NNC(=O)c1ccccc1O	12	i	i	i	i	i	i	i	i	-36	i
19	Cc1ccc(S(=O)(=O)N2CCCC2CNC(=O)C(=O)NCCN2CCOCC2)cc1 (stereo unspecified)	8	i	i	i	i	i	i	i	i	-0.2	i
20	CC(C)(C)OC(=O)NCCc1nnc(SCC(=O)Nc2ccc(Br)cc2)o1	3	i	i	i	i	i	i	i	i	-0.7	i
21	Nc1ccccc1C#CCCCCO	18	i	i	i	i	i	i	i	i	-0.1	i
22	Cc1cc(C)cc(NC(=S)/C(=C(\[O-])c2ccc(Cl)cc2Cl)[n+]2ccc(C(C)(C)C)cc2)c1	19	i	i	i	i	i	i	i	i	-0.1	i
23	Cn1c(OCc2cccnc2)nc2c1c(=O)n(Cc1ccc(F)cc1)c(=O)n2C	16	i	i	i	i	i	nt	i	i	-0.5	i
24	CSc1ncccc1C(=O)OCC(=O)c1ccc2c(c1)NC(=O)CO2	20	i	i	i	i	i	i	i	i	-0.7	i
25	COc1ccc(C2c3c(-c4cc(Cl)c(C)cc4O)n[nH]c3C(=O)N2Cc2cccnc2)cc1OC (stereo unspecified)	6	i	i	i	i	i	i	i	i	-0.5	i
26	COc1ccc(NC(=O)Cn2nnc(C(=O)NCc3ccc(C)cc3)c2N)cc1Cl	31	i	i	i	i	i	i	i	i	-0.3	i
27	COc1cc(OC)c(/C=N/NC(=O)Cn2nc([N+](=O)[O-])cc2C)c(OC)c1	-3	i	i	i	i	i	i	i	i	-0.1	i
28	COc1cccc(NC(=S)NCc2ccccn2)c1	10	i	i	i	i	i	i	i	i	0.1	i
29	CCOC(=O)/C(=C\c1cccc(O)c1)c1nc2sc(C)c(C)c2c(=O)[nH]1	-4	i	i	i	i	i	i	i	i	0.0	i
30	COc1ccc(OC)c(NC(=O)C2CCN(S(=O)(=O)c3ccc4c(c3)OCCO4)CC2)c1	-7	i	i	i	i	i	i	i	i	-1.1	i
31	CCOCCCNC(=O)CCNS(=O)(=O)c1ccc(C)cc1	2	i	i	i	i	i	i	i	i	0.5	i
32	COc1ccc(Cl)cc1N(C(C)C(=O)NC1CCCC1)S(C)(=O)=O (stereo unspecified)	7	i	i	i	i	i	i	i	i	-0.1	i
33	CC(=O)Nc1ccc(NC(=O)C2C3CCC(C3)C2C(=O)O)cc1 (stereo unspecified)	7	i	i	i	i	i	i	i	i	0.0	i
34	O=C(NCCc1cnccn1)C1CCC(=O)N(Cc2ccc(Cl)cc2)C1 (stereo unspecified)	6	i	i	i	i	i	i	i	i	0.1	i
35	O=C(N/N=C/c1cn(-c2ccccc2)nc1-c1ccccc1)c1ccco1	-5	i	i	i	i	i	i	i	i	0.8	i
36	Nc1c(N)c2ccccc2oc1=O	6	i	i	i	i	i	i	i	i	-0.1	i
37	CCCn1nnc(NC(=O)/C=C/c2ccco2)n1	29	i	i	i	i	i	i	i	i	0.7	i
38	Cc1cccc(NC(=O)CN2C(=O)CCSc3ccc(S(=O)(=O)N4CCOCC4)cc32)c1C	17	i	i	i	i	i	i	i	i	-0.5	i
39	O=C(CCNC(=O)c1ccccc1Cl)Nc1nc(-c2ccccc2Cl)cs1	-17	i	i	i	i	i	i	i	i	0.3	i
40	Cc1ccc(CN2CCN(Cc3ccccn3)CC2CCO)cc1 (stereo unspecified)	7	i	i	i	i	i	i	i	i	0.1	i
41	CCN(CC)CCCNC(=O)C1c2cc(OC)c(OC)cc2C(=O)N(C)C1c1cccnc1 (stereo unspecified)	18	i	i	i	i	i	i	i	i	-0.7	i
42	O=C(NCc1ccc2c(c1)OCO2)c1cc(-c2ccccn2)nc2ccccc12	18	i	i	i	i	i	i	i	i	0.3	i
43	Cc1ccccc1NC(=O)c1cc([N+](=O)[O-])ccc1NCCN1C(=O)CCC1=O	-2	i	i	i	i	i	i	i	i	-0.1	i
44	CC(=O)Nc1cc(C(=O)NCc2ccco2)ccc1Sc1ccc(F)cc1	16	i	i	i	i	i	i	i	i	-43	i
45	Cc1nn(C(=O)c2ccccc2)c2c1C(=O)CC(C)(C)C2	27	i	i	i	i	i	i	i	i	1.6	i
46	CS(=O)(=O)CCC(C(=O)Nc1ccc2c(c1)OCO2)N1Cc2ccccc2C1=O (stereo unspecified)	18	i	i	i	i	i	i	i	i	0.7	i
47	COc1ccc(CN2C(=O)Cc3c2nc(N)c2c(N)nc(N4CCCCC4)c(C#N)c32)cc1	24	i	i	i	i	i	i	i	i	-0.2	i
48	CCCOC(=O)C(=O)NNc1ccccc1	13	i	i	i	i	i	i	i	i	-0.2	i
49	CCOC(=O)N1CCN(Cc2ccc3ccccc3c2)CC1	0	i	i	i	i	i	i	i	i	-0.4	i
50	COc1ccc(OC)c(NC(=S)Nc2ccccc2)c1	12	i	i	i	i	i	i	i	i	-0.3	i
51	Cc1cc(NC(=O)CSc2cn(CC(=O)N(C(C)C)C(C)C)c3ccccc23)no1	25	i	i	i	i	i	i	i	i	0.0	i
52	Cc1nn(C)c(C)c1S(=O)(=O)N1CCCC(C(=O)N2CCN(c3ccc(Cl)cc3)CC2)C1 (stereo unspecified)	32	i	i	i	i	i	i	i	i	0.5	i
53	O=C(COc1ccc2ccc(=O)oc2c1)c1ccccc1	14	i	i	i	i	i	i	i	i	2.1	i
54	O=C(O)Cn1c2ccccc2c2ccccc21	25	i	i	i	i	i	i	i	i	0.0	i
55	CSc1n[nH]c(NCc2ccc(Cl)cc2)n1	22	i	i	i	i	i	i	i	i	0.0	i
56	CCOc1ccc(CCNS(=O)(=O)c2ccc3c(c2)oc(=O)n3C)cc1OCC	17	i	i	i	i	i	i	i	i	0.2	i
57	O=C(N/N=C/c1c(F)c(F)c(F)c(F)c1F)c1cccc(S(=O)(=O)N2CCOCC2)c1	19	i	i	i	i	i	i	i	i	0.0	i
58	CC(C)(C)NC(=O)COC(=O)c1ccccc1Oc1ccccc1	9	i	i	i	i	i	i	i	i	-0.3	i
59	Fc1ccc(-c2nnn(Cc3nc4ccccc4s3)n2)cc1	-90*	i	i	i	i	i	i	i	i	0.5	i
60	COC(=O)c1ccc(CNC(=O)CNc2cc(C(F)(F)F)ccc2N2CCOCC2)cc1	12	i	i	i	i	i	i	i	i	0.0	i

# Pulled by structure from above, 2 records:
No.	SMILES	AI-2 QS modul	TRPC6 activator	TRPC4 block	TRPC6 inhibitor	MrgX1 allo act	MrgX1 ag	PolyA inhibitor	TRPC4 act	TRPC4 potent	HIF activator	MrgX1 antagonist
55	CSc1n[nH]c(NCc2ccc(Cl)cc2)n1	22	i	i	i	i	i	i	i	i	0.0	i
52	Cc1nn(C)c(C)c1S(=O)(=O)N1CCCC(C(=O)N2CCN(c3ccc(Cl)cc3)CC2)C1 (stereo unspecified)	32	i	i	i	i	i	i	i	i	0.5	i
